ERG-DNA inh – blocks human ERG Ets domain binding to DNA; P11308; fluorescence polarization, His-ERG Ets domain / labelled DNA; Potency, µM (titrated, usually from 76.9 µM), without a hit: top-dose FP activity, negative = inhibition, usual class: inhibitors; 370,000 tested, 0.028% active; AID 624246; active = well fitted inhibition curve with a large enough effect in the polarisation, with a control signal flat; inconclusive = small, poorly fitted or top-dose-only effect, or effect the other way, or a change in a side signal; inactive = no such curve, though single readings can be large or run the other way; the % refers to the polarisation;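 also: polarization taken with two DNA probes labelled with fluorescein and Texas red; potency is read from the fitted curve at half-maximal effect; % of control where 0% means no effect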
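His-tagged ERG Ets domain (1 uM in the protein solution; 300mM KCl, 50mM Tris-HCl, 1mM EDTA, 1mM DTT, pH 7.5) received compound, then a probe mix of 5 nM fluorescein-DNA and 100nM Texas-615-DNA. Fluorescence polarization was read for both dyes.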
POLB inh – blocks human DNA polymerase beta activity | 340,000 tested, 1.3% active | Potency, µM (titrated, usually from 114 µM), for the others: at the top dose activity change, negative = inhibition, actives largely listed as inhibitors | Pol beta primer extension/strand displacement, fluorescence kinetic | P06746 | AID 485314; also: potency is read from the fitted curve at half-maximal effect; % is scaled to controls: 0 for no effect and ±100 for the full control effect
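10 nM enzyme + cpd, 15 min RT; start with substrate 50 nM final; read 0 min and after 10 min RT. Corrected, normalized data; 4-parameter Hill curve fit.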
TRHR agonist – TRH receptor (human) agonism; 360,000 tested, 0.18% active; P34981; activation, % at 2 µM; AID 493084; TRHR cells, calcium flux fluo-8, FDSS agonist mode; in the data active = activation above about 30%; also: 0% is about no effect
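TRHR-expressing cells loaded with fluo-8 calcium dye; 23 nL library compound pin-transferred, kinetic FDSS fluorescence (Ex 480/Em 530) recorded about 180 s for agonist-induced calcium release, before a 10 nM TRH EC20 addition for potentiator mode.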
APEX1 inh – APE1 (human) endonuclease inhibition | P27695 | recombinant APE1, TAMRA/BHQ-2 abasic DNA cleavage fluorescence | Potency, µM (doses to about 65.8 µM), for inactives: at the highest dose activity change, negative = inhibition, usual class: inhibitors | 350,000 tested, 0.35% active;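 also: potency is read from the fitted curve at half-maximal effect; plate controls were vehicle for no effect and reference inhibitor for full effect; nearly all actives have a fitted effect of over 55% in size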
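Endonuclease cleavage of a quenched abasic-site DNA duplex (50 nM) by APE1 (0.75 nM) was tracked by TAMRA dequenching. Compounds were preincubated with enzyme 15 min at room temperature; data normalized to buffer-only and DMSO wells plus NSC13755 control.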
Pol iota inh – DNA polymerase iota (human) inhibition; Pol iota fluorescent replication assay, 10 min; Q9UNA4; AID 588590; 390,000 tested, 1% active; Potency, µM (doses to about 115 µM), without a hit: at the top dose activity, negative = inhibition, most hits filed as inhibitors; also: potency is read from the fitted curve at half-maximal effect
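Fluorescent replication assay read twice, at 0 min and 10 min after adding 50 nM (final) substrate. Enzyme (10 nM) and compounds were first incubated 15 min at room temperature; enzyme-free buffer wells were negative controls.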
12-LOX inh – inhibitors of human 12S-lipoxygenase ALOX12 | purified 12hLO, xylenol orange hydroperoxide absorbance | Potency, µM (top dose mostly 108 µM), for inactives: at the top dose activity change, negative = inhibition, actives largely listed as inhibitors | 580,000 tested, 1.1% active; also: potency is read from the fitted curve at half-maximal effect; % is scaled to controls: 0 for no effect and ±100 for the full control effect
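Hydroperoxide product was detected by ferrous iron/xylenol orange as the 573 to 405 nm absorbance ratio. Arachidonic acid at 40 uM (final) was turned over for 30 min at room temperature by 150 nM human 12hLO, pH 7.0 Hepes buffer, after 15 min compound preincubation.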
BLM inh – Bloom syndrome helicase (human) inhibition. Potency, µM (doses to about 56.1 µM), inactives show at the highest dose activity change, negative = inhibition, usual class: inhibitors. 350,000 tested, 0.2% active. recombinant BLM DNA unwinding, fluorescence dequenching;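 also: potency is read from the fitted curve at half-maximal effect; plate controls were vehicle for no effect and no enzyme for full effect; nearly all actives have a fitted effect of over 35% in size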
Target sequence (P54132 whole entry, looked up): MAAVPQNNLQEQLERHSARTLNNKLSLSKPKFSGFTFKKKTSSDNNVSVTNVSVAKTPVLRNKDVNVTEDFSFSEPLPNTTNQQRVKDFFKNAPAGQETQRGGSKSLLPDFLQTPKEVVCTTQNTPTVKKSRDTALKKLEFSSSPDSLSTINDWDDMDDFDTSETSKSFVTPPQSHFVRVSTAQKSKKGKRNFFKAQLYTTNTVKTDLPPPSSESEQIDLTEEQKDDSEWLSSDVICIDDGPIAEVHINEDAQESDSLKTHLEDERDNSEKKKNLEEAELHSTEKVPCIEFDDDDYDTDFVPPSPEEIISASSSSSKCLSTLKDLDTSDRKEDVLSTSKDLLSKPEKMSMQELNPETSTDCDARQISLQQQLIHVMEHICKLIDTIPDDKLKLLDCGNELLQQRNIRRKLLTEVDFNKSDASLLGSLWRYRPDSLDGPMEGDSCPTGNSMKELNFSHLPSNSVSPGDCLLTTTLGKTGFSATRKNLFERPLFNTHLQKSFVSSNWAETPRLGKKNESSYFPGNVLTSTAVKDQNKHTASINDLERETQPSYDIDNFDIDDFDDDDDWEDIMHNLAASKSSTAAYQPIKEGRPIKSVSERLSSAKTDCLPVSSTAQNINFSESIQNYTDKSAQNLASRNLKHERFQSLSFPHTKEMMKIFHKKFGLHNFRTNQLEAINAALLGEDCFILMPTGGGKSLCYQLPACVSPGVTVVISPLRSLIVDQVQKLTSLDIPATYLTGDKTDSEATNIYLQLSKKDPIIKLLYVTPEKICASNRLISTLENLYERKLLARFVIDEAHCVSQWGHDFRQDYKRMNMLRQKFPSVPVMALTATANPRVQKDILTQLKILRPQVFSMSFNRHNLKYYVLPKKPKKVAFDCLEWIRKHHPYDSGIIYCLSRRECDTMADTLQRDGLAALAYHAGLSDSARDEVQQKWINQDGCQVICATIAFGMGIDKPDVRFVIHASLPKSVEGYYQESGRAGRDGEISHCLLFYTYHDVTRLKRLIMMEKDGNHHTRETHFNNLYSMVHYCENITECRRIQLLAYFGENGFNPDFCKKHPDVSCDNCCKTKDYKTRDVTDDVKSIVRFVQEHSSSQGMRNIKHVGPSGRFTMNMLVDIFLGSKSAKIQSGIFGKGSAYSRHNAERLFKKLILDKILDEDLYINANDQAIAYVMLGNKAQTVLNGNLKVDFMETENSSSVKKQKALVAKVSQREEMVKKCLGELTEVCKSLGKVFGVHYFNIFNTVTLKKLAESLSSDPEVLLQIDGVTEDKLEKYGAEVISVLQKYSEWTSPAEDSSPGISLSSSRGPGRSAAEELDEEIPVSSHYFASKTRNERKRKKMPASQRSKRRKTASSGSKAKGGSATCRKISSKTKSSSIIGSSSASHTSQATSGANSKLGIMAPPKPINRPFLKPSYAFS
Anesthetic bind – candidate novel general anesthetic via apoferritin binding | 350,000 tested, 0.074% active | Potency, µM (doses to about 77.5 µM), for the others: top-dose activity change, negative = displacement, usual class: inhibitors | apoferritin/1-aminoanthracene competitive binding, fluorescence; also: potency is read from the fitted curve at half-maximal effect; % is scaled to controls: 0 for no effect and ±100 for the full control effect; nearly all actives have a fitted effect of over 20% in size
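Concentration-response curves derived by four-parameter Hill fitting of normalized fluorescence, where compounds displaced 1-AMA from 10 uM horse apoferritin following a brief 10 min room-temperature incubation; propofol titration acted as positive control.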
POLK inh – blocks human DNA polymerase kappa activity. Q9UBT6. purified Pol kappa, fluorescent DNA synthesis assay, 10 min. AID 588579. Potency, µM (titrated, usually from 107 µM), inactives show at the highest dose activity, negative = inhibition, actives largely listed as inhibitors. 400,000 tested, 0.53% active; also: potency is read from the fitted curve at half-maximal effect; % is scaled to controls: 0 for no effect and ±100 for the full control effect
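Inhibition of 10 nM Pol kappa is measured by a fluorescent read-out at 0 and 10 min following addition of 50 nM substrate (final), with a 15-min room-temperature compound preincubation.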
An asterisk follows results filed as active; i = inactive; ? = inconclusive; . = not tested or not shown; & = joins results of further samples; [ ] = remark or other dose. Unless noted, calls follow the shape of the dose curve; as a rule, active = well fitted curve in the direction sought with a large enough effect; inconclusive = small, poorly fitted or top-dose-only effect, or another doubt; inactive = no such curve, though single readings can be large; an effect the other way counts as inactive or inconclusive.

#	Molecule	Anesthetic bind	BLM inh	ERG-DNA inh	Pol iota inh	TRHR agonist	12-LOX inh	POLB inh	POLK inh	APEX1 inh
1	NC(=O)c1nsc(C(=O)N(c2ccccc2F)C(C(=O)NCc2ccc(F)cc2)c2ccc(O)cc2)c1N (stereo not drawn)	5%	-8%	4%	14%	1.1	57%[activator]	3%	-8%	17%
2	CCC(C)N1C(=O)CCC1C(=O)NCc1ccc2c(c1)OCO2 (stereo not drawn)	-5%	-3%	-1%	24%	0.4	3%	16%	0%	-9%
3	COc1ccc(NC(=O)CN2CCC(C(=O)c3ccc(F)cc3)CC2)c(OC)c1	-13%	-5%	4%	37%[activator]	-0.6	-18%	-13%	-10%	24%[12.4 µM]
4	Cc1cccc(-n2c(-c3ccco3)nc3nc4ccccc4nc32)c1	-4%	1%	.	.	-0.1	.	21%	.	-3%
5	COc1ccc(/C=C/C(=O)Nc2cccc(N3CCOCC3)c2)cc1OC	-7%	-12%	5%	16%	0.0	-4%	?	-16%	1%
6	O=C(CCc1nc2ccccc2c(=O)[nH]1)Nc1cc(Cl)ccc1N1CCCC1	.	.	-4%[15.4 µM]	10%	-1.2	0%	.	-3%	10%
7	Cc1ccc(S(=O)(=O)NC(c2ccccc2)C(C)C(=O)n2nc(C)cc2C)cc1 (stereo not drawn)	-7%	-14%	1%	2%	-1.0	0%	1%	-23%	-2%
8	COc1ccccc1C(=O)N1CCC(c2c[nH]c3ccccc23)(c2c[nH]c3ccccc23)CC1	43%[activator]	-8%	2%	25%	0.0	?	-1%	0%	.
9	COc1cc(C(=O)Nc2cccc(-c3nnc(-c4ccco4)o3)c2)ccc1OC(C)=O	-23%	-2%	-4%	89%[activator]	-0.4	1%	7%	1%	-7%
10	Cn1c(=O)c([N+](=O)[O-])c(NCCCn2ccnc2)c2ccccc21	-2%	1%	3%	46%[activator]	0.6	i	56%[activator]	2%	15%
11	CCn1c(=O)c2ccccc2n(CC(=O)NCCC2=CCCCC2)c1=O	-7%	-2%	1%	106%[activator]	-1.1	-8%	29%	4%	22%
12	COc1cc(NC(=O)CSc2nc(-c3ccco3)cc(C(F)(F)F)n2)cc(OC)c1OC	-6%	2%	0%	-1%	-0.5	?	0%	-2%	.
13	CCOc1ccc(N2C(=O)C3C(C2=O)C3(c2ccccc2)c2ccccc2)cc1 (stereo not drawn)	45%[activator]	-7%	-26%	-8%	-0.3	-9%	-5%	-8%	-10%
14	N[C@@H](Cc1cc(CP(=O)(O)O)cc(-c2ccccc2Cl)c1)C(=O)O	-2%	-13%&0%	.	.	.	270%[activator]	.	21µM*	?
15	CC(C)CNC(=O)C1CCCN(S(=O)(=O)c2ccc(-n3cnnn3)cc2)C1 (stereo not drawn)	-2%	-3%	-14%	-6%	-0.2	-6%	9%	-5%	-2%
16	O=C(NCc1ccco1)C(c1ccco1)N(Cc1cccs1)C(=O)Cn1nnc2ccccc21 (stereo not drawn)	-22%	6%	-1%	2%	-0.4	?	0%	-7%	2%
17	CC1CCc2sc(C(=O)N/N=C/c3ccc(O)cc3)cc2C1 (stereo not drawn)	?	-7%	9%	-15%	-0.6	28µM*	-12%	-7%	-2%
18	CC(C)(C)c1ccc(-c2nc(S(=O)(=O)c3ccccc3)c(N3CCOCC3)o2)cc1	39%[activator]	-8%	1%	?	0.5	-12%	-24%	-11%	.
19	CC1(C)CC(CCN)(Cc2ccccc2Cl)CCO1 (stereo not drawn)	4%	4%	-10%	5%	-0.4	0%	11%	-3%	3%
20	Cn1c(N)c(C(=O)COC(=O)c2cc(C3CC3)nc3ccccc23)c(=O)n(Cc2ccccc2)c1=O	?	-11%&-16%	7%	51%[activator]	0.9	-2%	-9%	-37%	-9%&-9%
21	CCOc1nc(-c2ccccc2Cl)nc2ccccc12	4%	-2%	7%	18%	-0.7	0%	17%	-4%	5%
22	CC1CC(C)CN(S(=O)(=O)c2ccc(NC(=O)C3CC(=O)N(Cc4ccccc4)C3)cc2)C1 (stereo not drawn)	-1%	-14%	-9%	4%	0.2	-19%	-16%	-6%	-17%
23	CC(OC(=O)C1CC1)C(=O)Nc1ccc([N+](=O)[O-])cc1Cl (stereo not drawn)	?	0%	-5%	2%	-4.2	-5%	-4%	-9%	12%
24	O=C(CSc1nnnn1-c1ccccc1)Nc1ccccc1	-4%	1%	8%	-5%	-0.3	0%	10%	-16%	20%
25	CC(C)(C)NCC(O)COc1cccc2c1CCC(=O)N2 (stereo not drawn)	.	.	32%[activator]	-12%	0.7	5%	.	?	17%

Part of the list above, screen by screen:
(16) O=C(NCc1ccco1)C(c1ccco1)N(Cc1cccs1)C(=O)Cn1nnc2ccccc21 (stereo not drawn)
(17) CC1CCc2sc(C(=O)N/N=C/c3ccc(O)cc3)cc2C1 (stereo not drawn)
(18) CC(C)(C)c1ccc(-c2nc(S(=O)(=O)c3ccccc3)c(N3CCOCC3)o2)cc1
(19) CC1(C)CC(CCN)(Cc2ccccc2Cl)CCO1 (stereo not drawn)
(20) Cn1c(N)c(C(=O)COC(=O)c2cc(C3CC3)nc3ccccc23)c(=O)n(Cc2ccccc2)c1=O
(21) CCOc1nc(-c2ccccc2Cl)nc2ccccc12
(22) CC1CC(C)CN(S(=O)(=O)c2ccc(NC(=O)C3CC(=O)N(Cc4ccccc4)C3)cc2)C1 (stereo not drawn)
(23) CC(OC(=O)C1CC1)C(=O)Nc1ccc([N+](=O)[O-])cc1Cl (stereo not drawn)
(24) O=C(CSc1nnnn1-c1ccccc1)Nc1ccccc1
(25) CC(C)(C)NCC(O)COc1cccc2c1CCC(=O)N2 (stereo not drawn)

compound no.	16	17	18	19	20	21	22	23	24	25
Anesthetic bind	-22%	?	39%[activator]	4%	?	4%	-1%	?	-4%	.
BLM inh	6%	-7%	-8%	4%	-11%&-16%	-2%	-14%	0%	1%	.
ERG-DNA inh	-1%	9%	1%	-10%	7%	7%	-9%	-5%	8%	32%[activator]
Pol iota inh	2%	-15%	?	5%	51%[activator]	18%	4%	2%	-5%	-12%
TRHR agonist	-0.4	-0.6	0.5	-0.4	0.9	-0.7	0.2	-4.2	-0.3	0.7
12-LOX inh	?	28µM*	-12%	0%	-2%	0%	-19%	-5%	0%	5%
POLB inh	0%	-12%	-24%	11%	-9%	17%	-16%	-4%	10%	.
POLK inh	-7%	-7%	-11%	-3%	-37%	-4%	-6%	-9%	-16%	?
APEX1 inh	2%	-2%	.	3%	-9%&-9%	5%	-17%	12%	20%	17%

Remaining list, next part
#	Molecule	Anesthetic bind	BLM inh	ERG-DNA inh	Pol iota inh	TRHR agonist	12-LOX inh	POLB inh	POLK inh	APEX1 inh
26	Cc1cc(C)c(NC(=O)COC(=O)C2CCCO2)c(C)c1 (stereo not drawn)	.	.	1%	18%	.	-1%	.	1%	47%
27	COc1cccc(/C=C/c2nc(C#N)c(N(C)Cc3ccccc3)o2)c1	.	-4%	2%	-30%	0.3	?	22%	-3%	.
28	Cc1ccc(S(=O)(=O)N2[C@@H](c3ccc(Cl)cc3)C(C(=O)O)=C[C@H]2C(C)(C)C)cc1	.	.	12%	1%	.	?	.	2%	2%
29	COc1ccc(S(=O)(=O)N2CCOCC2)cc1NC(=O)c1cccc(Cl)c1	-6%	-1%	-2%	-11%	-0.1	15%	-4%	3%	-6%
30	OB(O)c1cc2ccccc2s1	5%	4%	.	-22%	.	-3%	.	-22%	11%
31	O=C1Cc2ccccc2C(c2ccccc2)N1 (stereo not drawn)	-13%	-1%	.	-8%	1.6	-4%	1%	-6%	15%
32	CCOC(=O)N1CCN(CC(O)COc2c(C)cc(C)cc2C)CC1 (stereo not drawn)	-1%	0%	-4%	3%	-0.3	0%	37%	-30%	-8%
33	COc1cc(/C=N/NC(=O)c2ccncc2)cc2c1OCO2	-1%	-2%	1%	16%	0.3	19%	-4%	3%	2%
34	Nc1cc(=O)[nH]c(SCc2nnnn2-c2ccc(Cl)cc2)n1	-15%	-1%	4%	18%	0.2	-20%	10%	-6%	19%
35	CCOc1ccc(C(=O)Nc2ccc3c(c2)OCO3)cc1OCC	-13%	-1%	-1%	17%	-0.5	-24%	-1%	-14%	-4%
36	CCn1c(NCc2ccccc2NS(=O)(=O)c2ccc(C)cc2)nc2ccccc21	5%	0%	3%	-5%	1.0	-7%	0%	-12%	0%
37	CCOc1ccc(C(=O)NCC(=O)NNC(=O)CN(C)S(=O)(=O)c2ccc(Cl)cc2)cc1OCC	.	.	-7%	24%	.	6%	.	-6%	.
38	Cn1c(O)c(N=NC(=O)CNC(=O)c2cccnc2)c2ccccc21	4%	-5%	-16%	-17%	0.0	0%	-21%	-6%	36%
39	Cc1sc2nc(SCC(=O)Nc3cccc(S(N)(=O)=O)c3)[nH]c(=O)c2c1C	.	.	-11%	?	.	?	.	-24%	6%
40	COc1cccc(-c2cc(C(=O)N3CC4(C)CC3CC(C)(C)C4)no2)c1 (stereo not drawn)	-11%	-12%	-5%	-16%[58.9 µM]	0.9	1%	20%	-13%	-1%
41	C=CCNc1nc(-c2cc3ccccc3o2)cs1	-12%	-2%	3%	1%	2.4	50µM*	1%	-7%	-7%
42	COc1ccc(N/C=C/C(=O)c2sc(-c3ccccc3)nc2C)cc1	-20%	-1%	-1%	-5%	3.7	-3%	23%	-14%	-4%

In another format: results already given
#27 COc1cccc(/C=C/c2nc(C#N)c(N(C)Cc3ccccc3)o2)c1
#28 Cc1ccc(S(=O)(=O)N2[C@@H](c3ccc(Cl)cc3)C(C(=O)O)=C[C@H]2C(C)(C)C)cc1

entry no.	27	28
Anesthetic bind	.	.
BLM inh	-4%	.
ERG-DNA inh	2%	12%
Pol iota inh	-30%	1%
TRHR agonist	0.3	.
12-LOX inh	?	?
POLB inh	22%	.
POLK inh	-3%	2%
APEX1 inh	.	2%

This is a subset, so the mix of outcomes need not match the whole.
